Casp6 inh – human caspase-6 inhibitors, primary screen, biochemical, VEID-R110 fluorescence, single point, set 2; purified caspase-6, Z-VEID-R110 cleavage fluorescence; inhibition, % at 12.5 µM; 0.53% of 350,000 active; AID 686996, 2013;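 active means mean inhibition across replicates at least about 35%, with every replicate also reaching that limit, limit read from the data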;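 further: 0% = median of neutral control wells and 100% = no fluorescence left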
Target sequence (P55212 24-179 limits assumed): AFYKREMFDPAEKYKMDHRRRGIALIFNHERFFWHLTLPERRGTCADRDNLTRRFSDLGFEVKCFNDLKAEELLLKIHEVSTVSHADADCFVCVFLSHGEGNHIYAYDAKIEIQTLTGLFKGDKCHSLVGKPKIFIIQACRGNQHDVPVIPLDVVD
Target sequence (P55212 194-293 limits assumed): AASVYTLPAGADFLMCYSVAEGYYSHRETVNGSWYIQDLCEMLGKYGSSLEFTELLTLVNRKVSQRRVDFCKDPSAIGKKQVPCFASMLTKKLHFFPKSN
FN deposition inh – inhibitors of fibronectin matrix deposition, primary screen, AH1F cells, Alexa488-fibronectin fluorescence, plate reader; AH1F fibroblasts, overnight; inhibition, % at 12.6 µM; 0.086% of 350,000 active;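 active means mean inhibition across replicates of 30% or more, regardless of how many single replicates reach that level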;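 further: positive control wells lacked labelled fibronectin entirely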
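material = AH1F fibroblast monolayer depositing Alexa488-labelled fibronectin into matrix | amount = 10000 AH1F cells/well | buffer or medium = DMEM plus 2% serum, read in PBS | incubation = 1 h cell adhesion before compound, then overnight fibronectin incubation | detection = fluorescence at 485 nm excitation, 525 nm emission | evaluation = percent inhibition as loss of matrix-bound fibronectin fluorescence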
EWS-Fli inh – EWS/Fli-driven NR0B1 reporter inhibitors, primary screen, A673 cells, NR0B1 luciferase, luminescence, MLPCN library | inhibition, % at 12.6 µM | 0.67% of 350,000 active | viability-normalised | AID 651661, 2012;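 active means mean inhibition of at least 50% after viability correction, with every replicate also passing that limit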;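 further: firefly luciferase signal divided by Alamar Blue viability fluorescence both relative to DMSO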
LGR2 inh – inhibitors of bursicon-induced LGR2 CRE-luciferase signal, primary screen, cell-based, HEK293, CRE-luciferase reporter, bursicon stimulation. Drosophila bursicon receptor LGR2 (rickets). bursicon-stimulated, 4 h. inhibition, % at 9.99 µM. 0.35% of 380,000 active;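 active means drop in luminescence signal, shown as inhibition above about 50% in the replicate tests, limit read from the data, passing the limit was not always enough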;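 further: agonist challenge used bursicon conditioned medium at about half maximal strength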
miR-122 sensor – miR-122 Renilla sensor signal increase in Huh7, primary screen, miR-122 inhibitor project, cell-based, single point, plate reader. activation (reporter increase), % at 12.5 µM. Huh7 miR-122 Renilla luciferase sensor, 48 h; neutral wells = 0, positive control = 100. 0.3% of 340,000 active;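 active means mean replicate activation score at least 90 and every replicate individually at or above 90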;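 further: higher luciferase means less miR-122 activity so hits act as miR-122 inhibitors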
PGC1a acetyl inh – inhibitors of PGC1a acetylation signal, primary screen, cell-based, U2OS, AlphaScreen, inhibitor mode. AlphaScreen anti-acetyl-lysine; with virally co-expressed GCN5 acetyltransferase. inhibition, % at 15.6 µM. 0.17% of 350,000 active. AID 651687, 2012;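 active means every replicate shows inhibition of at least 40%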;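 further: 0% = neutral control wells and 100% = positive control wells; some results beyond the cut were filed as inactive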
Cneo AK release – Cryptococcus neoformans cell lysis inducers, primary screen, AK release luminescence, single concentration. C. neoformans lysis, adenylate kinase release luminescence, 4 h; normalised: neutral wells 0, clomiphene wells 100. lysis activity, % at 15 µM. 0.2% of 360,000 active. AID 651654, 2012;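 active means mean lysis activity across replicates of at least 80%, whatever share of replicates individually reach that level; inactive means mean lysis activity below 80%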
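Signal: Adenylate kinase release luminescence | Assay system: Log-phase Cryptococcus neoformans yeast cells | Input: Cells at 5 × 10^6 per mL | Buffer or medium: Fresh YPD growth medium | Compound: Single dose | Schedule: Static 4 h at 37 °C with compound, 1 h detection | Controls: Clomiphene | Read-out: Luminescence rise reflecting yeast cell lysis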
PAX8 inh HTS – inhibitors of PAX8-driven TPO luciferase reporter, primary screen, RMG-I cells, single concentration; SteadyGlo, 24 h; inhibition, % at 12.6 µM; 1.2% of 360,000 active; AID 652154, 2013;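 active means mean replicate inhibition at least 60% with every replicate also reaching 60%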;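 further: luciferase light reporting Pax8 driven TPO promoter activity; plate controls were median of neutral control wells for no effect and mitoxantrone controls for full effect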
* hit, by the source's call; / = not tested or not shown; [ ] = dose if it differs, or a comment.

SMILES	Casp6 inh	FN deposition inh	EWS-Fli inh	LGR2 inh	miR-122 sensor	PGC1a acetyl inh	Cneo AK release	PAX8 inh HTS
COc1cc(/C=C/C(=O)N(Cc2ccccc2)c2ccccn2)cc(OC)c1OC	1.7	1.1	6.2	-4.1	/	6.3	/	10.5
COc1cccc(-c2onc3ccc(C4(C)OCCO4)cc23)c1	-2.7	15.4	18.7	-23.4	-5.2	4.6	-2.6	-22.5
Cc1ccc(C(=O)NC(Cc2cccc(C(F)(F)F)c2)C(=O)O)cc1 (configuration not stated)	3.3	-8.2	-2.5	5.7	-5.3	5.0	2.3	-3.0
Cc1cc(C)cc(NC(=O)CS(=O)(=O)c2ccccc2)c1	-2.4	-3.0	-7.1	-11.2	0.0	2.4	9.4	15.6
O=C(Nc1ccccc1N1CCCC1)C1CC(=O)N(Cc2ccccc2)C1 (configuration not stated)	-131.2	3.2	-1.9	-3.8	-5.0	/	0.7	8.6
C/C(=N\NC(=S)NC1CCCCC1)c1cccs1	-1.3	-4.8	32.4	-39.7	8.9	6.1	10.6	-5.0
CN(C(=O)CSc1nnc(NCc2ccccc2)s1)C1CCS(=O)(=O)C1 (configuration not stated)	-2.6	-3.7	-2.2	11.7	/	1.5	/	-7.8
CC1(C)SC(=S)N(NC(=O)Nc2ccccc2)C1N(O)C(=O)Nc1cccc2ccccc12 (configuration not stated)	1.7	-9.8	1.8	-0.7	/	/	/	21.7
C[C@@H]1CN([C@@H](C)CO)C(=O)Cc2cc(NC(=O)C3CCCCC3)ccc2O[C@@H]1CN(C)C(=O)Nc1ccccc1	0.7	/	7.9	7.4	-2.1[16.7 µM]	/	0.5	-18.2
Cc1ccc(-c2csc3ncn(CC#N)c(=O)c23)cc1	/	6.3	/	9.9	-4.9	-6.1	15.0	5.0
O=C(Cc1ccccn1)NCC[C@@H]1CC[C@@H](NC(=O)Nc2ccc(F)cc2)[C@H](CO)O1	-3.9	/	-1.1	-4.9	/	-2.6	5.9	-5.7
Cc1ccc(C)c(N(CC(=O)NC2CCCC2)C(=O)CNC(=O)c2cccs2)c1	1.8	6.9	-1.1	29.0	16.4	-11.6	3.2	9.2
CC(C)c1cc(NC(=O)c2ccccc2)cc(C(C)C)c1O	0.8	-4.9	5.7	18.4	5.3	3.2	0.0	7.2
C=CCN(CC=C)S(=O)(=O)c1ccc2nc(NC(=O)C3CCCO3)sc2c1 (configuration not stated)	0.3	1.2	2.1	/	/	/	/	17.5
Cc1ccc2[nH]c3c(NCCN4CCOCC4)ncnc3c2c1	/	15.8	/	/	1.1	2.2	-1.6	/

A second format for some results above.
Every second line gives: Casp6 inh	FN deposition inh	EWS-Fli inh	LGR2 inh	miR-122 sensor	PGC1a acetyl inh	Cneo AK release	PAX8 inh HTS
CC(C)c1cc(NC(=O)c2ccccc2)cc(C(C)C)c1O
    0.8	-4.9	5.7	18.4	5.3	3.2	0.0	7.2
CC1(C)SC(=S)N(NC(=O)Nc2ccccc2)C1N(O)C(=O)Nc1cccc2ccccc12 (configuration not stated)
    1.7	-9.8	1.8	-0.7	/	/	/	21.7
Cc1ccc2[nH]c3c(NCCN4CCOCC4)ncnc3c2c1
    /	15.8	/	/	1.1	2.2	-1.6	/
C[C@@H]1CN([C@@H](C)CO)C(=O)Cc2cc(NC(=O)C3CCCCC3)ccc2O[C@@H]1CN(C)C(=O)Nc1ccccc1
    0.7	/	7.9	7.4	-2.1[16.7 µM]	/	0.5	-18.2

Two entries from above in a different format:
mol: Cc1ccc(-c2csc3ncn(CC#N)c(=O)c23)cc1
  Casp6 inh = /
  FN deposition inh = 6.3
  EWS-Fli inh = /
  LGR2 inh = 9.9
  miR-122 sensor = -4.9
  PGC1a acetyl inh = -6.1
  Cneo AK release = 15.0
  PAX8 inh HTS = 5.0
mol: O=C(Cc1ccccn1)NCC[C@@H]1CC[C@@H](NC(=O)Nc2ccc(F)cc2)[C@H](CO)O1
  Casp6 inh = -3.9
  FN deposition inh = /
  EWS-Fli inh = -1.1
  LGR2 inh = -4.9
  miR-122 sensor = /
  PGC1a acetyl inh = -2.6
  Cneo AK release = 5.9
  PAX8 inh HTS = -5.7

The list goes on:
SMILES	Casp6 inh	FN deposition inh	EWS-Fli inh	LGR2 inh	miR-122 sensor	PGC1a acetyl inh	Cneo AK release	PAX8 inh HTS
COc1ccc(CN2C[C@H](O)COC[C@@H]3O[C@@H](CC(=O)NCc4ccccc4Cl)CC[C@H]32)cc1	1.9	7.4	1.0	6.0	2.4[16.7 µM]	-12.1	7.0	11.2
O=C1CSC(c2cccc([N+](=O)[O-])c2)N1c1c(F)cccc1F (configuration not stated)	0.7	/	1.0	0.5	0.3	/	0.2	3.6
Cn1c(SCC(=O)N2CC(=O)Nc3ccccc32)nc2ccccc2c1=O	0.2	-2.1	3.0	-1.3	/	/	1.5	6.5
CCOc1ccc(NC(=O)C2CC(=O)N(c3ccc4c(c3)OCCO4)C2)cc1OCC (configuration not stated)	0.5	/	-2.7	-20.3	1.4	0.0	3.1	3.1
CCCNC(=O)N(C)C[C@H]1Oc2cc(Br)ccc2S(=O)(=O)N([C@H](C)CO)C[C@@H]1C	-2.6	3.5	0.8	5.2	20.7[16.7 µM]	-5.7	-5.4	/
Cc1nnnn1-c1ccc(CC(=O)O)cc1	-0.3	2.1	1.2	12.1	-3.4	1.7	/	-5.7
CC(C)C(c1nnnn1Cc1cccs1)N1CCN(C(=O)c2ccco2)CC1 (configuration not stated)	-0.1	-12.2	2.9	-13.5	/	-1.9	/	14.5
CC1=C(C(=O)OCCBr)C(c2cccc3ccccc23)NC(=O)N1 (configuration not stated)	34.7	4.1	-5.2	5.3	/	/	/	10.2
Cc1cccc(OCc2nnc(SCC(=O)c3ccccc3)o2)c1	/	-5.1	/	/	6.2	-14.1	-4.1	-0.8
COCCSc1nnc(NS(=O)(=O)c2ccc(F)cc2)s1	-1.8	3.0	3.1	/	-2.4	26.2	/	-2.9
Cc1nc(SCC(=O)NC(=O)NC(C)(C)C)nc(C)c1C	2.6	-8.9	-1.6	-2.0	1.0	/	/	10.5
CCCCNC(=S)N(CCCN(C)C)Cc1cc2cc3c(cc2[nH]c1=O)OCO3	-4.7	-2.0	7.8	-1.2	0.3	/	-0.2	3.3
Brc1ccc(Nc2nc(-c3cccnc3)cs2)cc1	-2.6	-7.2	-88.8	-139.2	/	-2.7	/	-39.1
NC(=O)C1(NC(=O)[C@@H]2CC3(CC(c4cccc(NC(=O)[C@@H]5CCC(=O)N5)c4)=NO3)CN2C(=O)Cc2ccc(C(F)(F)F)cc2)CC1 (some centres not stated)	-2.1	7.5	-6.6	-4.6	0.8	1.2	1.2	-0.1
O=C(CN1C(=O)CC(c2ccccc2)Sc2ccccc21)NCC1CCCO1 (configuration not stated)	-0.3	7.9	-3.5	-4.7	4.1	/	-0.7	4.6
Cc1ccc(NC(=O)OCc2cn(-c3ccc(Cl)cc3)nn2)cc1	/	-2.2	/	/	-1.4	/	0.9	2.2
Cc1ccc(C(=O)O)cc1NC(=S)NC(=O)Cc1ccccc1	/	4.9	/	/	-1.4	12.5	0.8	/
COc1ccc(CNC(=O)CSc2nnc3c(n2)[nH]c2ccc(OC)cc23)cc1	-1.8	2.2	8.2	-14.6	0.2	-3.5	/	14.1
CNC[C@H]1Oc2cc(C#CC(C)C)ccc2S(=O)(=O)N([C@H](C)CO)C[C@@H]1C	-9.8	/	-3.8	-7.4	14.8[16.7 µM]	-20.4	4.8	4.2
CN(C)CC(C)(C)CNC(=O)C1CCN(Cc2ccccc2O)CC1	/	-0.2	/	/	1.9	-3.0	1.5	13.0
C[C@H](NC(=O)[C@@H]1[C@@H](CO)[C@@H]2Cn3c(cccc3=O)[C@H]1N2CCC(F)(F)F)c1ccccc1	5.8	/	-0.2	0.2	/	/	-3.8	-4.7
COc1ccc(NC(=O)N(C)C[C@H]2OCCCC[C@@H](C)Oc3ccc(NC(=O)NC4CCCCC4)cc3C(=O)N([C@@H](C)CO)C[C@H]2C)cc1	1.0	2.0	-2.7	-19.4	-3.1[16.7 µM]	-16.0	2.6	-24.4
Cc1ccc(S(=O)(=O)N(C)C[C@H]2OCCCC[C@H](C)Oc3ccc(NS(=O)(=O)c4cn(C)cn4)cc3C(=O)N([C@@H](C)CO)C[C@H]2C)cc1	0.1	-6.4	-3.8	-9.8	7.2[16.7 µM]	12.6	-1.6	-16.5
CCOC(=O)[C@]12CCC=C1N(Cc1cccc3ccccc13)C(=O)[C@H](CC(=O)N1CCSCC1)C2	1.5	-4.1	-4.5	14.6	/	/	/	-1.7
COc1ccc(/C=C/C(=O)NC2CC3CCC2C3)cc1 (configuration not stated)	-0.9	-2.1	-52.0	-45.4	-0.3	-2.3	-4.2	-30.2
Cn1c(SCC(=O)c2ccccc2)nnc1-c1ccncc1	1.4	-6.0	-4.5	-1.8	/	/	-5.1	0.8
CC(=O)N1CCCC1C(=O)O (configuration not stated)	-0.9	-10.4	1.9	-8.6	-10.5	-2.1	0.7	-10.7
CC/C=C/C(=O)N1CC2(CC(c3cccc(NC(=O)c4ccccc4)c3)=NO2)C[C@@H]1C(N)=O (some centres not stated)	7.0	2.1	-4.1	10.1	-3.0	-5.2	-2.7	-2.8
O=C(C1CC1)N1CC(=O)N2[C@H](CO)[C@H](c3ccc(C#Cc4cccc(F)c4)cc3)[C@H]2C1	2.1	-5.6	-6.5	7.6	/	-6.9	/	6.8
O=C1CC(N2CCN(c3ccccc3F)CC2)C(=O)N1c1ccc2c(c1)OCCO2 (configuration not stated)	/	-0.6	/	/	-23.6	-6.7	-0.8	-2.4
CCCNc1nc(C)cc(-c2cc(C(=O)Nc3ccccc3)on2)n1	1.8	-0.1	10.1	-3.6	2.5	-3.6	0.0	-8.5
C[C@@H]1CN([C@H](C)CO)C(=O)c2cc(NC(=O)NC3CCCCC3)ccc2O[C@@H](C)CCCCO[C@@H]1CN(C)Cc1ccc(Cl)c(Cl)c1	-1.9	-5.0	10.2	7.9	-8.8[16.7 µM]	/	-0.7	70.9*
CC(C)N(C(=O)CSc1nnc(-c2cc3ccccc3cc2O)n1Cc1ccco1)C(C)C	/	2.2	/	/	0.2	-13.8	4.6	13.7
Cc1oc(-c2ccccc2F)nc1CS(=O)CC(=O)NCc1cccs1 (configuration not stated)	0.6	7.4	-0.8	11.6	-1.4	8.1	1.7	2.8
CCOC(=O)Nc1c(Cl)[nH]c(=O)n(C)c1=O	-1.6	-3.4	9.7	-3.8	-2.9	/	-1.3	3.8
CCCCn1c(CNC(=O)CC)nc2ccccc21	-1.8	-0.5	-6.0	-0.4	/	/	-1.9	-1.1
COc1cc(OC)cc(C2=Cc3ccc(OC)cc3C(CC(C)=O)N2c2ccc(-c3cccs3)cc2)c1 (configuration not stated)	-6.1	17.9	10.6	9.6	/	/	/	53.1
CC(=O)NCCOc1nc(N2CCCCC2)nc(N2CCCCC2)n1	1.5	-5.7	0.8	1.2	-10.4	-1.3	0.9	-2.1
CN(C1CCS(=O)(=O)C1)S(=O)(=O)c1ccc(N2CCCC2=O)cc1 (configuration not stated)	-1.4	/	-2.1	-7.4	-0.7	9.0	3.0	/
